High-throughput results: PubChem, National Center for Advancing Translational Sciences (NCATS)
KDM5B inhibitor – inhibitors of human KDM5B histone demethylase | KDM5B demethylase, FDH-coupled NADH fluorescence (FDH is formaldehyde dehydrogenase) | 2.6% of 220,000 active | Potency, µM (doses to about 57.7 µM), inactives show top-dose activity change, negative = inhibition, actives largely listed as inhibitors | AID 1347165; active means well fitted inhibition curve with a large enough effect; inconclusive means small, poorly fitted or top-dose-only effect; inactive means no such curve, though single readings can be large or run the other way; further: 0% is about no effect; nearly all actives have a fitted effect of over 70% in size
Target sequence (Q9UGL1 whole entry, looked up): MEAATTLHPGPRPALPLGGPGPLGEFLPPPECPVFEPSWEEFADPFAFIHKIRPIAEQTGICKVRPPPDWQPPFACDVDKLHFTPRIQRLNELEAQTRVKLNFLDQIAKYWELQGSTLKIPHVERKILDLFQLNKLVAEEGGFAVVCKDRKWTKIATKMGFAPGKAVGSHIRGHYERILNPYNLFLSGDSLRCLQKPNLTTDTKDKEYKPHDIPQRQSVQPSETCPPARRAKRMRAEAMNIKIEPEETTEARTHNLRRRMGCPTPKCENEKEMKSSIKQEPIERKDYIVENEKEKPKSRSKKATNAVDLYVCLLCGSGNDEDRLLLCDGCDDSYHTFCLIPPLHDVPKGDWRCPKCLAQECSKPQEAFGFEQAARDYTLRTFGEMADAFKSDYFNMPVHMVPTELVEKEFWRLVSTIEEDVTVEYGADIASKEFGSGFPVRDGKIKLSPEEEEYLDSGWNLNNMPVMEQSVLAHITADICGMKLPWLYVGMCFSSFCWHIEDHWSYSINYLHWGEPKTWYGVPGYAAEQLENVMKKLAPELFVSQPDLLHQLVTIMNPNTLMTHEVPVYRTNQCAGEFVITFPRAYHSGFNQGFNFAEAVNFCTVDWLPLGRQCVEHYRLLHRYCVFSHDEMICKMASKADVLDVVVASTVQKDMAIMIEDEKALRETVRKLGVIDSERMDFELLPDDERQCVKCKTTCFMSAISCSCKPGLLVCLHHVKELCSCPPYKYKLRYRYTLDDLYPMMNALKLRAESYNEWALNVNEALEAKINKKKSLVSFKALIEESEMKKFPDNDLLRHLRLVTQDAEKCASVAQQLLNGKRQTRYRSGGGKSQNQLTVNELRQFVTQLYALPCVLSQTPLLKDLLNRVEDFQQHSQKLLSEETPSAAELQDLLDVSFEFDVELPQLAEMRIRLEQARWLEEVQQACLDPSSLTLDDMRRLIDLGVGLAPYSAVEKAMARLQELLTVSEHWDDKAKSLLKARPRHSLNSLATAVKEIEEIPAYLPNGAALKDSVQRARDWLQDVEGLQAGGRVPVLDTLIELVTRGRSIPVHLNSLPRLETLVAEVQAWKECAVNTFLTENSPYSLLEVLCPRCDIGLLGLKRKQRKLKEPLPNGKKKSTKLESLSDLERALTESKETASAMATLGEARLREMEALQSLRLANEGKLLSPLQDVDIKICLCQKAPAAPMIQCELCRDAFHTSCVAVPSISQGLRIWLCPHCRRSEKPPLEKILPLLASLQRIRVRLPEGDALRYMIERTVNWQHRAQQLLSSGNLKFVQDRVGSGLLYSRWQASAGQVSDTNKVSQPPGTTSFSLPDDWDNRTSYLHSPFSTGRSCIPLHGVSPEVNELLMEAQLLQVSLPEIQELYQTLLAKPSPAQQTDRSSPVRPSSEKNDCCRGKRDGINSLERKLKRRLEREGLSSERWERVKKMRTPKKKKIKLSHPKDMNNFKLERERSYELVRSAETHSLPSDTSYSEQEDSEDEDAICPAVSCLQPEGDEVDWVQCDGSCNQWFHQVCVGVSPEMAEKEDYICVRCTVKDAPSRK
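Inhibition is measured as reduced NADH fluorescence generation from FDH coupling to formaldehyde release. Truncated KDM5BΔAP at 200 nM final acts on H3K4me3 peptide (12.5 µM in substrate mix) in pH 7.5 HEPES buffer with Tween-20, 30 min, room temperature.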
An asterisk follows results filed as active; i = inactive; ? = inconclusive; & = joins results of further samples; [ ] = another dose, or the depositor's remark. Potency means the concentration at half of the fitted maximal effect.

#	Molecule	KDM5B inhibitor
1	OC1(c2csc(CN3CCOCC3)n2)CCN(CC2CCCCC2)CC1	2%[86.2 µM]
2	COc1ccccc1-c1nc(-c2nnn3c2COC(c2ccc(C)cc2)C3)no1 (stereo unspecified)	13µM*
3	O=C(Nc1noc2ccccc12)c1c(F)cccc1F	8%
4	COc1cc(OC)cc(-n2nc(C(=O)Nc3ccc4c(c3)OCCO4)c3ccccc3c2=O)c1	4%
5	O=C(CNCc1ccccn1)Nc1ccc([N+](=O)[O-])cc1C(=O)Nc1ccccc1F	-19%
6	O=C(c1cccnc1)N1CCC2(CC1)COc1ccccc1NC2=O	-26%
7	CCOc1ccc(CCn2c3c(c(=O)[nH]c2=O)C(NC(=O)c2cccc(F)c2)(C(F)(F)F)C(=O)N3)cc1OCC (stereo unspecified)	17%
8	O=C1CCCCC(C(=O)N2CCOCC2)N1 (stereo unspecified)	6%
9	O=C(NCc1cccs1)c1cc(-c2ccncc2)nc2ccccc12	7%
10	Cn1c(-c2ccc3ccccc3n2)[n+](C)c2ccccc21	?
11	Cc1cccc(-c2nc3cc(NC(=O)c4cccs4)ccc3o2)c1	?
12	Nc1nccnc1C(=O)NCC1Cc2ccccc2O1 (stereo unspecified)	?
13	O=C1N(Cc2ccc(Cl)cc2)CCCN1c1ccc(C(=O)N2CCc3ccccc32)cc1	6%
14	Cc1cc(=O)oc2cc(OCC(=O)Nc3ccc(S(=O)(=O)N(C)C)cc3)ccc12	?
15	Cc1onc(-c2ccccc2)c1-c1ccnn1S(=O)(=O)c1ccc(Cl)cc1	0%
16	Cc1ccc(SCC(=O)NC2(C#N)CCCCC2)nc1	6%
17	CC(=O)Nc1ccc(/C=C/c2nc3ccccc3o2)cc1	?
18	COc1ccc(-c2noc(N3CCC(C(=O)Nc4ccc(F)cc4Cl)CC3)n2)cc1	-40%
19	CSc1cccc(NC(=O)Cn2c3ncccc3c(=O)n2-c2ccc(C)cc2)c1	?
20	O=C1CCN(C(=O)Cc2cccc(F)c2)CCOCCN1	-9%
21	CCC1(C)CC(CC(=O)OC(C)CN(C)C)(c2ccccc2)CCO1 (stereo unspecified)	33%[activator]
22	COc1ccc(-c2nc3cc(NC(=O)c4ccc(C)cc4)ccc3o2)cc1OC	?
23	O=C(C1CCCC1)N1Cc2ccccc2CC2(CCN(Cc3ccccn3)C2)C1 (stereo unspecified)	-29%[115 µM]
24	CC(=O)c1ccc(NC(=O)CSc2nnc3ccc(-c4ccc(F)cc4)nn23)cc1	0%
25	COCc1ncc(CN2CCC(c3[nH]ncc3-c3ccccc3C)CC2)cn1	-16%
26	CNC(=O)c1cccc(-c2cnc3[nH]cc(CC(=O)N4CCC(OC)CC4)c3c2)c1	13%[86.2 µM]
27	CCc1ccc(C2CC(=O)Nc3c2c(=O)nc2c(C)cccn32)cc1 (stereo unspecified)	?
28	Cc1ccc(OCC(O)Cn2cnc3sccc3c2=O)c(C)c1 (stereo unspecified)	12%
29	O=C(CSc1nc2ccccc2s1)NC1CCCC1	10%
30	COc1cccc(C(=O)NCC(=O)NCc2ccc3cc(OC)ccc3c2)c1	-3%
31	CN(C)S(=O)(=O)N1CCC2(CCCN(Cc3ccc(F)c(F)c3)C2=O)C1 (stereo unspecified)	4%
32	COCCNC(=O)Cn1c(=O)n(CCCCCC(=O)Nc2ccccc2)c(=O)c2sccc21	6%

Sorted by count of non-hydrogen atoms (ascending): some entries from above.
#	Molecule	KDM5B inhibitor
28	Cc1ccc(OCC(O)Cn2cnc3sccc3c2=O)c(C)c1 (stereo unspecified)	12%
31	CN(C)S(=O)(=O)N1CCC2(CCCN(Cc3ccc(F)c(F)c3)C2=O)C1 (stereo unspecified)	4%
26	CNC(=O)c1cccc(-c2cnc3[nH]cc(CC(=O)N4CCC(OC)CC4)c3c2)c1	13%[86.2 µM]

(listing goes on)
#	Molecule	KDM5B inhibitor
33	Cc1noc(-c2ccc(OC3CN(C(=O)NC4CCCC4)C3)cc2)n1	-16%
34	COc1ccc(S(=O)(=O)N(CCc2ccccc2)CC(=O)Nc2cc(C)ccc2C)cc1	-21%
35	O=C(Cn1nc(-c2cccc([N+](=O)[O-])c2)c2ccccc2c1=O)NC1CCCCC1	18%
36	CCNC(=O)N[C@H]1C[C@@H](Cc2cc(CC(C)C)on2)C1(C)C	17%[86.2 µM]
37	CN(C)CCCN(Cc1cccs1)C(=S)NCc1ccccc1	16%
38	COC1CN(c2cccc(F)c2)C12CCN(C(=O)CC1CCCCC1)CC2 (stereo unspecified)	26%
39	COc1ccc(N(CC(=O)N/N=C(\C)c2ccc(OC)c(OC)c2)S(=O)(=O)c2ccccc2)cc1	18%
40	COc1ccc(CNC(=O)c2cccc(N3CCCS3(=O)=O)c2)cc1	1%
41	COc1ccc(-c2cn3c(n2)sc2cc(C(=O)NCC(C)c4ccccc4)ccc23)cc1 (stereo unspecified)	?
42	O=C(Nc1ccc(Cl)cc1)C1C2C3CCC(C3)C12 (stereo unspecified)	-11%
43	O=C(NCCN1CCCCC1)C1CN(S(=O)(=O)c2cccnc2)CC12CCCCC2 (stereo unspecified)	-7%
44	COc1ccc(Cn2ccc3nc(C)c(C(=O)Nc4ccc(OC)cc4)cc3c2=O)cc1	1%
45	COc1ccc(CNC(=O)[C@@H]2Cc3nc[nH]c3CN2Cc2ccc(CO)o2)cc1	?
46	COc1ccc(CCNC(=O)CSc2n[nH]c(-c3ccccc3Cl)n2)cc1OC	?
47	Cn1c(=O)c2c(nc(CN3CCCCC3)n2CCCc2ccccc2)n(C)c1=O	15%
48	Cc1nc2ccc(S(=O)(=O)NCc3ccccc3)cc2s1	20%

Five of the entries above in order of the KDM5B inhibitor value, ascending:
item	canonical_smiles	KDM5B inhibitor
42	O=C(Nc1ccc(Cl)cc1)C1C2C3CCC(C3)C12 (stereo unspecified)	-11%
43	O=C(NCCN1CCCCC1)C1CN(S(=O)(=O)c2cccnc2)CC12CCCCC2 (stereo unspecified)	-7%
44	COc1ccc(Cn2ccc3nc(C)c(C(=O)Nc4ccc(OC)cc4)cc3c2=O)cc1	1%
47	Cn1c(=O)c2c(nc(CN3CCCCC3)n2CCCc2ccccc2)n(C)c1=O	15%
48	Cc1nc2ccc(S(=O)(=O)NCc3ccccc3)cc2s1	20%

(continued)
#	Molecule	KDM5B inhibitor
49	O=C(CSC1=Nc2ccccc2C2=NC(c3ccccc3)C(=O)N12)Nc1ccc(F)cc1 (stereo unspecified)	-20%
50	Cc1cc(C(F)F)nn1Cc1nc2c3c4c(sc3ncn2n1)CC(C(C)(C)C)CC4 (stereo unspecified)	6%
51	CCCC(=O)N(CC)CCc1ccccc1	-3%
52	O=C([C@@H]1C[C@H](Oc2ccccc2)CN1C(=O)c1ccccn1)N1CCCC1	-4%
53	CCCCCC(=O)Nc1ccc2oc(-c3cncc(Br)c3)nc2c1	6%
54	Cc1ccccc1OCC(=O)Nc1ccc2oc(-c3ccc(F)cc3)nc2c1	?
55	CCN(CC(=O)N(C)C)C(=O)Cn1c(C)c(Br)c2ccccc21	18%
56	COc1ccc(C)cc1NC(=O)CN(c1ccccc1)S(=O)(=O)N(C)C	-24%
57	O=C(N1CCCC1)N1CCN(S(=O)(=O)c2ccccc2)CC1	26%
58	Cc1ccc2c(ccn2CCC(=O)Nc2nnc(C3CC3)s2)c1	8%
59	COCC1CCN(C(=O)CCc2nnc(C3(c4ccc(Cl)cc4)CCC3)o2)CC1	1%
60	COCCNC(=O)[C@@H]1C[C@H](Oc2ccccc2)CN1C(=O)COc1ccccc1	38%[activator]
61	Cc1ccc(CNC(=O)N2CCN(CC(=O)Nc3cccc(C)c3C)CC2)cc1F	12%
62	CC(N)(C(=O)O)c1ccc(C(F)(F)F)cc1 (stereo unspecified)	-13%
63	COCCCNC(=O)/C(C#N)=C/c1c(C)[nH]c2ccccc12	-9%
64	O=c1c2c(CO)c(-c3ccc(F)cc3)nn2ccn1Cc1ccc(Br)cc1	?
65	CCc1cc2c(=O)c(-c3nncn3-c3ccccc3)coc2cc1OCC(=O)NC(C(=O)O)C(C)C (stereo unspecified)	-9%
66	O=S(=O)(c1ccc(F)cc1)N1CCN(C23CC4CC(CC(C4)C2)C3)CC1	8%
67	OCC1(Cc2ccccc2)CCN(Cc2ccccc2-c2ccco2)CC1	-21%
68	COC(=O)CC1(C(=O)OC)Oc2ccc(Br)cc2C(=O)N1c1cccc(Cl)c1Cl (stereo unspecified)	1%
69	Cc1ccc(Cl)cc1N1CCN(C2(c3ccccc3)C(=O)c3ccccc3C2=O)CC1	-20%
70	Clc1cccc(Cl)c1COc1ccccc1CNn1cnnc1	24%
71	C[S+](=O)([O-])N1CC2(Cc3ccccc31)CN(C(=O)c1ccc(C(F)(F)F)cc1)C2	-2%
72	COCC(=O)N[C@H]1CCN2C(=O)N(c3ccc(C)cc3)C(=O)[C@@H]2C1	15%[86.2 µM]
73	CC(C)N1CCN(C(=O)c2cc3c(n2C)CCN(Cc2ccc(F)cc2)C3)CC1	-35%
74	Cc1cccc(C(=O)Nc2ccc(N3CCC(N4CCCCC4)CC3)c(C(=O)O)c2)c1	?
75	CC1=C[C@@H](CN2CCC(O)CC2)[C@H](C(C)C)C[C@H]1Cc1nnc(C(C)(C)C)o1	?
76	N/C(=N\OC(=O)/C=C/c1ccccc1Cl)c1cccnc1	-8%
77	Cc1cccn2c(=O)cc(CSc3nnc(NC(=O)C(C)C)s3)nc12	-11%
78	COC(=O)c1ccc(NC(=O)COc2c(C)[nH]ccc2=O)cc1	0%
79	CN=C1SC(CC(=O)Nc2ccccc2F)C(=O)N1/N=C/c1ccc(O)c(OC)c1 (stereo unspecified)	-15%
80	COCCCNC(=O)c1ccc2c(c1)N(Cc1ccccc1)C(=O)c1ccccc1S2	-25%
81	O=C(c1cccnc1)N1CCC2(COc3ncccc3[S+](=O)([O-])N2)C1 (stereo unspecified)	21%[115 µM]
82	CCCCNC(=O)CC1N=C2c3ccccc3N=C(SCC(=O)NCc3ccccc3Cl)N2C1=O (stereo unspecified)	16%
83	Cc1ccc(NC(=O)c2ccc3c(O)c(S(=O)(=O)c4ccc(Cl)cc4)c(=O)[nH]c3c2)cc1	24%
84	Cc1cc(C)c2nc(Nc3nc(C)cc(C)n3)nc(C)c2c1	i
85	Cn1cnc(S(=O)(=O)N2CCCC(C(=O)Nc3ccc(F)cc3Cl)C2)c1 (stereo unspecified)	-7%
86	COc1ccc(S(=O)(=O)N[C@H]2C[C@@H](c3nc(-c4ccc5c(c4)OCO5)no3)N(C)C2)cc1	?
87	CCn1nc(C(=O)Nc2ccc(C)cc2)c2ccccc2c1=O	-7%
88	COc1cccc(NC(=O)C(CCSC)NC(=O)C2CCC(C)CC2)c1 (stereo unspecified)	-1%&-2%
89	O=C(NCCc1ccccn1)C1CCCN(c2nc(-c3ccccc3)nc3c2CCC3)C1 (stereo unspecified)	?
90	COc1ccccc1NC(=O)CN1C(=O)C2(SCC(=O)N2c2ccc(C)c(C)c2)c2ccccc21 (stereo unspecified)	8%&1%
91	Cc1cccc(NC(=O)CCS(=O)(=O)c2cc(Br)cc3c2N(C(=O)C2CC2)CC3)c1C	-6%
92	COc1ccc(-c2noc([C@@H](C)NCC3CCCC3)c2C(=O)O)cc1	?
93	CCN(CC)S(=O)(=O)c1cc(N)ccc1C	17%
94	COc1cccc(C(=O)Nc2ccc(Cl)c(-c3nc4ccccc4[nH]3)c2)c1	?
95	Cc1ccc(C(=O)N2CCCN(S(C)(=O)=O)c3ccccc32)c(C)c1	-15%
96	COc1ccc(CN2CCC([C@@H]3CNC[C@H]3CO)CC2)cc1Cn1ccnc1	27%
97	C#CCNC(=O)c1onc(-c2ccc(OC)cc2)c1[C@H](C)O	-19%[86.2 µM]
98	Cc1nc(CCC(=O)N2CCc3c(nc(-c4ccccc4)[nH]c3=O)C2)n[nH]1	-12%
99	COc1ccc(CC(=O)NC2CCc3nnc(C)n3CC2)cc1Cl (stereo unspecified)	?
100	O=C(Nc1cccc(F)c1)c1ccc2ccccc2n1	28%
101	COc1cccc(C(=O)Nc2ccc3c(C)cc(=O)oc3c2)c1	145%[activator]
102	CCOc1cccc(CNCCCSc2nnnn2C)c1	-4%
103	COc1ccc(N2CC3CCC(C2)N3Cc2cccc(-c3ccc(F)cc3F)c2)cc1	79µM*
104	CN1C(=O)CCC2(CNC(=O)c3ccsc3)CCC=C12 (stereo unspecified)	2%

Other records:
#	Molecule	KDM5B inhibitor
105	O=C(NCC1CCCO1)c1ccc(N2C(=O)C3CCCCC3C2=O)cc1 (stereo unspecified)	-8%
106	CC(C)Nc1nc(-c2ccc(NC(=O)C(C)(C)C)cc2)cs1	3%
107	Cc1cccc(C(=O)Nc2ccccc2SCc2cc(=O)c3cccc(C)c3[nH]2)c1	-17%
108	COC(=O)c1ccc(CNC(=O)c2cc(OC)cc(OC)c2)cc1	16%
109	CCONC(=O)C(C)Sc1ccccc1 (stereo unspecified)	-8%
110	O=C(O)C1CCc2nnc(C3CCCN([S+](=O)([O-])c4cccc(C(F)(F)F)c4)C3)n21 (stereo unspecified)	-8%[115 µM]
111	CNC(=O)c1cc(=O)n(CC(=O)Nc2ccccc2)c2ccccc12	-22%
112	O=C(c1ccccc1Cl)N1CCC(c2nn(-c3ccccc3)c(=O)[nH]2)CC1	2%
113	Cc1ccccc1OCCN(C)Cc1cc(=O)oc2c(C)c(O)ccc12	?
114	CCOc1ccc(NC(=O)Cc2ccc(-n3c(C)nc4cccnc43)cc2)cc1	-19%
115	O=C(Cc1ccccc1)Nc1ccc([C@@H](O)[C@H]2COCC(=O)N2CC2CC2)cc1	-13%[86.2 µM]

A portion of the library, so the mix of outcomes need not match the whole.
